# cytoskel mod: modifiers of F-actin cytoskeleton organization, primary screen, imaging, HUVEC, phalloidin staining, high-content imaging. HUVEC TNFa F-actin phalloidin imaging. inhibition, % at 2 µM. 91,000 tested, 0.18% active;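 active = inhibition above the batch mean plus 3 SD and confirmed as a hit by visual image inspection, cut at about 30% in these data, passing the limit was not always enough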; note: strong numbers were not always called active
# PTPN22 act: LYP phosphatase activators, primary screen, biochemical, DiFMUP fluorescence, 2 µM; Tyrosine-protein phosphatase non-receptor type 22 (Homo sapiens), Q9Y2R2; recombinant LYP; 0 = plate median, 100 = signal doubled; activation, % at 2 µM; 96,000 tested, 0.11% active; AID 697, 2007;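 active = activation at 2 µM above a set limit, the mean plus 5 SD, cut at about 37% in these data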
# Target sequence (Q9Y2R2 whole entry, looked up): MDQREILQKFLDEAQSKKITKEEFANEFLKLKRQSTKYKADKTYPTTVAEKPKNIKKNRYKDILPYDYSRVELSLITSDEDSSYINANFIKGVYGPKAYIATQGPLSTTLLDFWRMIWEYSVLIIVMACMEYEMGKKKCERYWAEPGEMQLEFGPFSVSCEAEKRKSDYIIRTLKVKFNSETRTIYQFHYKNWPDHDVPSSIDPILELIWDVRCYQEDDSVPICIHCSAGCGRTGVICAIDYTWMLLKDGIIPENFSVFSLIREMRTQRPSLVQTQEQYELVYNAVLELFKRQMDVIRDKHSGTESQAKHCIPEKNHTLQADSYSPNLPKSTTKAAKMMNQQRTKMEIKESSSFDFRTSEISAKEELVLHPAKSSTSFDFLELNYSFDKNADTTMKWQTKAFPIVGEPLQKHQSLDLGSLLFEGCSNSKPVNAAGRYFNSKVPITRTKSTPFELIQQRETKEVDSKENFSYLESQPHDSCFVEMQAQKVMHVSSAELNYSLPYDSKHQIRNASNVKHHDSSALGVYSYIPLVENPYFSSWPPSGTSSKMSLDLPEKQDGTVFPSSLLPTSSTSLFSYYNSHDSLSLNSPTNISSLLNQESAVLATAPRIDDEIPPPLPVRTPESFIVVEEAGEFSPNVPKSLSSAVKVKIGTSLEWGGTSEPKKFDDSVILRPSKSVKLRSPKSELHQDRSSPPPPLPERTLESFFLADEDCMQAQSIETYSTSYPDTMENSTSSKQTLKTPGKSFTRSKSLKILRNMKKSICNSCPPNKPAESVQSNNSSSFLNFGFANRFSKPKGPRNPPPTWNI
# PLK1 PBD inh: Plk1 polo box domain binding inhibitors, primary screen, biochemical, fluorescence polarization; Serine/threonine-protein kinase PLK1 (Homo sapiens), P53350; AID 693, 2007; inhibition, %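 (tested at about 20 µM)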; 97,000 tested, 0.13% active; Plk1 PBD phosphopeptide binding; in the data active = inhibition above about 34%, passing the limit was not always enough
# LYP inh 2: PTPN22 phosphatase inhibitors, primary screen, biochemical, DiFMUP fluorescence, 2 µM; recombinant LYP catalytic domain; inhibition, % at 2 µM; 96,000 tested, 0.21% active; AID 640, 2007;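 active = inhibition at 2 µM at or above a set limit, the screen mean plus 3 SD, cut at about 24% in these data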;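 note: 0% = DMSO with enzyme and 100% = enzyme fully blocked by orthovanadate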
# PLK1 kinase inh: human PLK1 kinase inhibitors, primary screen, biochemical, TR-FRET. inhibition, % at 10 µM. recombinant PLK1 kinase, TR-FRET peptide phosphorylation. 97,000 tested, 0.53% active;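 active = inhibition of 50% or more in the single-concentration screen; inactive = inhibition below 50%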;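 note: 0% = DMSO max control and 100% = H-89 dihydrochloride min control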
# EphB4 antag: EphB4-ephrin-B2 interaction antagonists, primary screen, biochemical, TNYL-RAW peptide probe, fluorescence polarization. Ephrin type-B receptor 4 (Homo sapiens), P54760. EphB4 LBD / TNYL-RAW-Alexa532 peptide. inhibition, % at 7 µM. 97,000 tested, 0.15% active. AID 720, 2007;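 active = inhibition above the screen-wide mean inhibition plus 3 SD, cut at about 15% in these data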;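 note: 0% = DMSO wells and 100% = excess unlabeled TNYL-RAW peptide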
# Rev-RRE block: HIV-1 Rev-RRE binding inhibitors, primary screen, biochemical, FRET, protein-RNA interaction. Rev peptide-RRE RNA binding. P05866. inhibition, % at 8 µM. 97,000 tested, 0.79% active. AID 704, 2007;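 active = inhibition above the screen-wide mean plus 3 SD, cut at about 35% in these data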;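 note: 0% = median DMSO wells and 100% = median Neomycin B control wells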
# Target sequence (P05866 whole entry, looked up): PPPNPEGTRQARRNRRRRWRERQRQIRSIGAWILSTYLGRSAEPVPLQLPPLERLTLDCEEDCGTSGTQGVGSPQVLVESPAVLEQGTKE
#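 Test system: labelled RRE RNA duplex and labelled Rev peptide. Times: 5 min compound–RNA preincubation, then 15 min with peptide, 25 °C. Doses: single-dose 8 µM. Measured by: FRET, excitation 480 nm, emission 540 nm donor and 671 nm acceptor. Measure: % inhibition of FRET ratio versus controls.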
# PTK2B oligo ant: antagonists of Pyk2 self-association, primary screen, Q293 cells, FERM NanoBiT luminescence, HTS; active compounds read low; AID 1347419, 2020; 99,000 tested, 0.83% active; Protein-tyrosine kinase 2-beta (Homo sapiens), Q14289; z-score (the deposit names both 25 µM and 10 µM);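 active = Z-score of -3 or lower, scaled per plate to the spread of control and sample wells; inactive = z-score above -3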;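 note: negative z-score means lost luminescence so less FERM oligomerization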
# FAK inh: FAK kinase inhibitors, primary screen, biochemical; Focal adhesion kinase 1 (Homo sapiens), Q05397; biochemical FAK kinase activity assay; inhibition, %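 (tested at 7 µM)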; 97,000 tested, 0.84% active; in the data active = inhibition above about 19%;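 note: 0% = DMSO and 100% = reference compound high control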
# Starred values were filed as active, the others as inactive; nt = no result given.
SMILES,cytoskel mod,PTPN22 act,PLK1 PBD inh,LYP inh 2,PLK1 kinase inh,EphB4 antag,Rev-RRE block,PTK2B oligo ant,FAK inh
Cc1nc2ccccn2c1P(=O)(N1CCCCC1)N1CCCCC1,-9.3,-5.1,-17.7,8.6,-10.7,-2.8,4.4,1.03,1.9
CCOC(=O)c1cnc(SCc2nc(N)nc(Nc3ccc(F)cc3)n2)nc1N,-12.6,-4.2,1.9,3.8,-14.5,1.6,-5.3,-1.21,3.1
O=C1c2ccc(Oc3ccc4c(c3)C(=O)N(CCCO)C4=O)cc2C(=O)N1CCCO,-13.5,-8.3,-3.7,8.3,-9.2,2.5,3.7,-0.08,2.6
COc1cccc(C2=NOC(C(=O)Nc3ccccc3SC)C2)c1 (stereo not given),4.4,8.5,7.3,-5.4,-13.2,1.5,12.5,-2.2,-0.2
O=C1c2cccc(Cl)c2C(=O)c2c1cccc2N1CCCC1,nt,-0.7,11.1,6.7,-13.0,-2.1,10.0,-1.36,6.5
Cc1ccc(Cn2ccc(NC(=O)c3cc(-c4cccc(Cl)c4)on3)n2)cc1,-3.5,16.0,-9.9,-19.1,-4.7,-4.1,2.1,2.28,1.2
O=C(NCc1ccc(Cl)cc1)c1cc(-c2ccco2)on1,-9.0,-0.1,18.9,-3.0,-1.1,-9.5,5.2,0.36,-1.0
CCOC(=O)C1=C(C)N(C)C(C)=C(C(=O)OCC)C1c1cccnc1,-3.4,4.1,15.4,-8.6,-14.2,-4.4,-3.1,-1.33,3.0
Cc1ccc(NC(=O)CSc2nc(NS(=O)(=O)c3ccc(C)cc3)cc(=O)[nH]2)cc1,-15.9,4.2,-5.9,-7.1,-39.0,1.1,18.6,0.12,-2.1
Cc1cc(Br)c(S(=O)(=O)n2nnc3ccccc32)cc1C,7.3,-4.0,-21.6,-3.4,-5.1,5.1,1.6,-0.17,2.1
O=C(NCCCN1CCC(Cc2ccccc2)CC1)C1CC(=O)N(C2CCCCCC2)C1 (stereo not given),-2.2,6.5,0.0,-6.2,-6.8,2.3,2.4,0.41,-0.1
CCOc1cc(S(=O)(=O)NCc2ccc(OC)cc2)c(OCC)cc1-n1cnnn1,-9.3,5.2,-2.4,-7.9,1.2,-4.1,6.9,1.29,0.0
Brc1cc2c(cc1/C=N/Nc1nc(N3CCCC3)nc(N3CCOCC3)n1)OCO2,26.5,-10.7,-9.4,13.5,-9.3,2.2,-0.3,-0.95,-0.6
O=C(NC1=NCCS1)c1cccs1,23.9,-3.4,15.3,2.8,-6.0,4.1,8.7,0.01,-0.6
CSc1cc(-c2ccc(Cl)cc2)c(C(=O)NC(C)C)s1,1.5,-2.7,9.6,6.6,-8.6,2.4,6.0,-1.46,-4.4
O=C(Nc1ccccc1)c1sc2cc(C(F)(F)F)cnc2c1-c1cccs1,8.7,-11.3,-6.6,12.8,-9.2,2.6,12.3,0.13,-3.7
CCc1nnc(NC(=O)CSc2nnc(C3CCCCC3)n2-c2ccccc2)s1,-12.9,5.7,17.4,-8.4,-16.8,-5.5,0.1,-1.33,4.8
COC(=O)/C=c1\sc2n(c1=O)C(C)=CC(C)(C)N=2,33.9,16.4,26.8,-19.7,-7.8,-6.6,-0.2,-1.84,0.0
Cc1nc2ncnn2c(C)c1CCC(=O)NCc1ccc2c(c1)OCO2,28.5,-8.0,-16.6,4.8,-6.1,6.3,4.7,1.63,-3.2
O=C(CN1C(=O)c2ccccc2C1=O)Nc1sc2c(c1C(=O)NCc1ccco1)CCCC2,-8.0,-9.2,9.8,11.1,-7.2,8.0,4.7,-0.52,8.1
O=C(Nc1ccccc1)Nc1cccc(Cl)c1,-3.1,2.9,13.1,-0.8,-32.0,0.1,5.2,-0.89,1.9
O=C(CN(C(=O)CNS(=O)(=O)c1ccccc1)c1ccc2c(c1)OCCO2)NCc1ccco1,-5.0,10.2,-9.1,-12.8,-11.4,-7.5,3.0,-0.98,-1.5
CNc1cc([N+](=O)[O-])ccc1N/C=C/C(=O)c1cccs1,5.5,-12.7,18.0,13.1,-0.5,5.6,6.0,-0.05,0.5
COC(=O)CC(NS(=O)(=O)c1cccs1)c1cccc2ccccc12 (stereo not given),-2.7,10.9,-11.0,-7.2,-0.3,7.5,7.7,-1.32,-3.9
O=C(O)CCC(=O)Nc1nc(-c2ccccc2)cs1,11.0,19.2,7.9,-15.3,-5.6,0.1,0.5,-0.24,-7.8
CCOc1ccc(N2CC(=O)N/C2=N\c2nc(C)cc(C)n2)cc1,0.8,-0.2,5.9,-2.0,-15.5,6.1,8.6,0.02,7.4
CCOC(=O)c1ccc(NC(=O)CCNc2c(N3CCCC3)c(=O)c2=O)cc1,-14.2,-5.9,-4.9,1.9,-17.0,-5.4,2.0,-0.49,-2.6
CCCCn1c(SC(C)C(N)=O)nc2cc(C(=O)OC)ccc2c1=O (stereo not given),-29.3,4.1,-12.7,-7.8,-9.4,-5.5,8.8,-1.05,3.2
Nc1nc(SCc2ccc(Cl)cc2)[nH]c(=O)c1-c1ccccc1,-8.0,-2.0,12.2,-1.5,-19.0,2.2,2.5,-1.03,-0.6
CCCN1CCN(C(=O)c2cn(CC(C)C)c(=O)c3cc(OC)c(OC)cc23)CC1,1.5,1.8,-8.9,-3.3,-3.3,-0.4,-1.0,0.1,-0.8
C=CCOc1c(CNc2ccc(C(=O)O)cc2)cccc1OCC,5.3,3.0,-6.8,0.7,-12.4,3.4,3.9,0.32,3.9
CS(=O)(=O)c1ccc2nc(NC(=O)CCC(=O)c3cccs3)sc2c1,-0.7,-4.0,-5.2,6.6,-1.6,5.0,14.9,1.64,5.9
CCn1c(SCC(=O)Nc2nc3ccccc3s2)nc2c(c1=O)SC(C)C2 (stereo not given),nt,-4.2,15.0,1.2,-1.4,1.2,1.8,nt,1.9
CCC(C)(C)n1nnnc1C(c1ccc(C)cc1)N1CCN(C(=O)c2ccco2)CC1 (stereo not given),2.1,-9.9,12.0,9.4,-7.7,2.0,9.2,-0.95,-2.2
COc1ccc(CCNC2=NCC(C)S2)cc1 (stereo not given),-0.5,-1.9,-0.8,4.6,-10.4,3.0,-0.4,0.47,-6.5
COc1ccc(-c2nnc(SCc3ncc(-c4ccccc4)o3)o2)cc1,15.1,1.5,13.2,-3.2,-9.1,-3.8,10.6,0.72,6.9
Cc1nc(=O)c(-c2ccccc2)c(C)n1CCO,13.9,-2.3,-13.6,4.2,-11.1,3.1,3.5,1.28,-0.7
CCOC(=O)CSc1nnc(CNC(=O)c2ccc(OC)cc2OC)n1C,21.3,0.3,-16.5,-2.0,-1.1,-8.9,-0.9,-0.14,-4.8
CC(=O)N(C)c1nnc(-c2ccccn2)s1,-3.5,-10.8,-12.1,10.2,-7.6,7.7,5.4,-0.21,-2.1
COc1ccc(CCNC(=O)COc2ccc(S(=O)(=O)N3CCOCC3)cc2)cc1,4.2,-11.7,12.6,8.7,-11.1,-1.4,1.6,0.39,0.4
O=C(N/N=C/c1ccc(N2CCOCC2)c([N+](=O)[O-])c1)c1ccc(F)cc1,0.3,1.1,-26.5,-2.5,-11.9,2.2,2.3,-0.16,1.3
CCOC(=O)C1CCN(C(=O)c2cc3cc4cc(OC)ccc4nc3o2)CC1,0.6,-3.3,-4.8,1.1,-7.2,1.6,10.6,1.15,-9.1
CCOC(=O)C1CCN(S(=O)(=O)c2ccc(OC)c(OC)c2)CC1,nt,3.5,8.6,-2.5,-3.2,-4.3,9.8,0.12,-2.7
CCCCC(=O)Nc1ccc(NC(=O)CCCC)nc1,-14.2,-3.2,28.8,0.0,2.1,-3.1,-3.5,-0.6,-14.2
Cc1cc(OCn2ccc(C(=O)O)n2)ccc1Cl,16.3,0.4,-10.9,-2.5,-15.7,-4.5,2.6,-0.16,-4.2
COCC(C)NC(=O)c1cc(-c2cccc(OC)c2)on1 (stereo not given),-14.7,7.1,-5.5,-8.8,-2.5,0.8,-1.5,0.28,0.5
CC1(C)OC(=O)C(=C2CCCN2)C(=O)O1,-2.0,1.7,-4.8,0.7,1.2,3.0,12.0,-0.3,-2.5
Cc1ccc(CSCC(=O)N2CCN(Cc3ccc4c(c3)OCO4)CC2)cc1,-26.5,-3.7,-6.2,4.2,-10.9,1.7,6.5,-0.23,0.4
O=C(O)CCc1ccc(-c2ccc(F)cc2)n1NC(=O)c1ccco1,7.6,-3.5,3.5,6.0,-6.9,-5.1,2.6,0.53,-5.2
CSc1nnc(-c2sccc2OCc2ccccc2)n1C,25.6,-4.5,16.3,7.6,-5.5,5.3,-1.8,0.11,1.1
COc1ccc(C(c2sc3ncnn3c2O)N2CCN(c3ccccc3F)CC2)cc1OC (stereo not given),-17.0,-1.7,-16.0,-2.1,4.7,-4.6,6.2,nt,-1.4
C/C(=N\O)C(=O)NCc1ccncc1,-0.7,-2.8,-4.6,1.1,-14.6,-4.2,3.4,0.39,-3.7
COc1ccc(/C=C2\CCc3ccccc3C2=O)cc1OC,1.2,-5.1,5.6,10.1,-6.0,1.0,5.2,-0.69,6.9
CCCCCn1c(N2CCC(Cc3ccccc3)CC2)nc2c1c(=O)[nH]c(=O)n2C,-7.6,12.2,-21.4,-15.3,-13.0,0.9,-3.1,nt,3.9
CCOC(=O)c1[nH]c(C)c(/C=N/O)c1C,-26.1,-2.0,-4.0,2.6,-11.4,4.7,8.8,-0.29,-2.5
Cc1ccc(S(=O)(=O)N2CCc3ccccc3C2CN2C(=O)c3ccccc3C2=O)cc1 (stereo not given),9.9,-5.1,-9.8,8.7,-9.3,3.1,15.4,-1.58,4.3
O=C(c1ccco1)N1C(=O)c2cccc3c(S(=O)(=O)N4CCCC4)ccc1c23,-24.1,-25.6,1.7,23.3,-6.7,4.5,1.8,0.08,3.6
O=C(CSc1nc2ccccc2s1)NCCOc1ccc(Cl)cc1,10.4,-8.0,-14.9,12.8,-12.6,6.3,8.0,1.33,2.1
Cc1[nH]n(-c2ccc([N+](=O)[O-])cc2)c(=O)c1C=NCCN1CCN(C(=O)c2ccc(F)cc2)CC1,nt,3.9,-13.2,-2.4,-2.5,5.2,18.1,0.13,0.2
COCCNC(=O)c1onc(CSc2ccc(Cl)cc2)c1C(=O)O,7.0,5.2,6.9,-1.9,-11.5,4.5,3.2,nt,-1.6
Cc1sc2nc(C)n(/N=C/c3ccc(O)cc3)c(=O)c2c1C,nt,0.5,-12.0,0.9,-3.6,6.3,8.6,-0.11,-0.1
COc1ccccc1NC(=O)c1nnn(Cc2ccccc2)c1NC(C)=O,-6.8,-7.1,-22.7,8.2,1.9,2.2,4.0,0.29,-1.1

# Assay outcomes deposited in PubChem by several laboratories.

# Hits appear at their usual frequency; about 3.5% have a hit in one of these screens.
